Dengue-2 NS5 capping – Dengue-2 NS5 methyltransferase inhibitors, primary screen, biochemical, confirmation dose response (AID 588689). Dengue-2 NS5 methyltransferase capping enzyme assay, biochemical; higher % means a stronger effect. inhibition, % at 25 µM; hits with a dose series show IC50 in µM. 340,000 compounds, 0.3% hits; in the data active = a potency from the dose series; inconclusive = inhibition above about 29% without an active follow-up result
Large T inhibition – TAg ATPase/helicase activity blockers – biochemical (AID 1903); SV40 large T antigen ATPase/helicase inhibition assay; higher % means a stronger effect; one-dose inhibition, % at 20 µM; IC50 in µM for titrated hits; 310,000 compounds, 0.39% hits; in the data active = a potency from the dose series; inconclusive = inhibition mostly from about 32% at the one dose, without a potency; inactive = the rest, 99 in 100 with inhibition below about 32%; note: strong numbers were not always called active
UTI89 phage lysis – protection from phage-mediated lysis, alamar blue read-out – E. coli UTI89, K1F phage, bacterial capsule biogenesis inhibitors (AID 488966); E. coli UTI89 K1F phage lysis, alamar blue, 2 h; higher % means a stronger effect; one-dose inhibition, % at 100 µM; IC50 in µM for titrated hits; 340,000 compounds, 0.02% hits;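 active = phage lysis inhibition, versus mean bacterial control, above a set limit; inconclusive = no clear call, values can overlap the other calls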;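 note: capsule biogenesis inhibitors block K1F phage lysis so surviving cells raise fluorescence; higher fluorescence means more inhibition of phage lysis; actives were called in the ten point dose series up to 300 µM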
CSM14.1 death rescue – protection against thapsigargin-triggered cell killing – 384-well, CSM14.1, ATP luminescence, primary screen (AID 1222); CSM14.1 thapsigargin-induced death rescue, ATP luminescence; higher % means a stronger effect; cellular ATP content (survival), % at 20 µM, or EC50 in µM where a hit was titrated; 190,000 tested, under 10 active;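 active = EC50 below 50 µM in the dose-response confirmation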;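 note: death triggered by thapsigargin at about 15 µM added after 2 h compound pretreatment; cell ATP read after overnight thapsigargin exposure of roughly 18 to 22 hours; normalized against plate controls of thapsigargin alone and 5% DMSO vehicle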
XIAP displacement – XIAP antagonists, biochemical, IAP family, fluorescence polarization (AID 1018). XIAP BIR domain, fluorescence polarization peptide displacement; higher % means a stronger effect. displacement, % at 20 µM; hits with a dose series show IC50 in µM. 200,000 compounds, 0.007% hits; in the data active = displacement above about 50%; note: a part of the inactive calls stands beside numbers as strong as those of hits
RSV antiviral HEp-2 – RSV antiviral activity via CPE protection, HEp-2 cells, primary 10 µM value included (AID 2391); HEp-2 cells, RSV-induced CPE inhibition; higher % means a stronger effect; one-dose CPE inhibition, % at 10 µM; IC50 in µM for titrated hits; 310,000 compounds, 0.13% hits; in the data active = a potency from the dose series; inconclusive = CPE inhibition mostly from about 23% at the one dose, without a potency; inactive = the rest, 99 in 100 with CPE inhibition below about 21%; note: strong numbers were not always called active
WT yeast gro inh – growth inhibition of WT yeast, mitochondrial fusion screen | mitochondrial fusion phenotypic screen, WT strain | inhibition, % at 10 µM | 190,000 compounds, 2.1% hits | AID 1362; in the data active = inhibition above about 58%; tested in S. cerevisiae
West Nile antiviral – inhibition of WNV-induced cytopathic effect – cell-based, CPE readout (AID 1621) | West Nile virus-infected cells, CPE inhibition; higher % means a stronger effect | CPE inhibition, % at 10 µM, or IC50 in µM where a hit was titrated | 290,000 compounds, 0.02% hits; in the data active = a potency from the dose series; inconclusive = CPE inhibition mostly from about 3.7% at the one dose, without a potency; inactive = the rest, 99 in 100 with CPE inhibition below about 2.2%; note: strong numbers were not always called active
Yfh1-off respiration – mitochondrial function rescue without frataxin homolog – Friedreich's ataxia, plus single-dose screen, dose response (AID 1465); 220,000 compounds, 0.074% hits; fold induction at 50 µM; hits with a dose series show EC50 in µM; S. cerevisiae Yfh1-off respiration, WST-1 reduction, 72 h; higher fold induction means a stronger effect;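 active = fold induction of absorbance versus untreated yeast above a set limit, then at least 30% activation at any dose in follow-up; inconclusive = repeats straddling the limit, or above it without dose testing; inactive = fold induction below the set limit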;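 note: activators that raise dye reduction in frataxin-depleted yeast; strong numbers were not always called active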
WT yeast gro inh mutant strain – second read-out of WT yeast gro inh, no call of its own (marks repeat the call); inhibition, %; mitochondrial fusion phenotypic screen, mutant strain inhibition
Dengue-2 NS5 capping pilot replicate – second read-out of Dengue-2 NS5 capping, no call of its own (marks repeat the call); inhibition, %; measured here: pilot screen replicate inhibition
* = called active by the depositor; i = inactive; ? = inconclusive; / = no result given; [ ] = dose if it differs, or a comment.

SMILES | Dengue-2 NS5 capping | Large T inhibition | UTI89 phage lysis | CSM14.1 death rescue | XIAP displacement | RSV antiviral HEp-2 | WT yeast gro inh | WT yeast gro inh mutant strain | West Nile antiviral | Yfh1-off respiration | others
O=C(Nc1ccc(N2CCCC2)c(Cl)c1)c1ccccc1[N+](=O)[O-] | -1% | 5% | 0.4% | -1.2% | -0.5% | 3.6% | -1 | -9 | -0.3% | i
O=C(Nc1ccon1)c1ccc(Br)s1 | -1% | -4% | 0.1% | / | / | 1.2% | / | / | 0.1% | /
O=C(c1ccc2ncsc2c1)N1CCCCC1 | -3% | 18% | 0.1% | / | / | 0.0% | / | / | 0.2% | /
CC1(C)CC(=O)C(C(C2=C(O)CC(C)(C)CC2=O)c2ccc(O)c([N+](=O)[O-])c2)=C(O)C1 | 9.5µM* | 30% | -2.3% | 0.3% | -2.2% | 0.5% | -15 | -11 | 0.4% | i
CC(=O)Nc1ccccc1NC(=O)c1ccccc1 | -6% | 5% | 0.1% | -0.5% | -4.5% | -0.6% | -7 | 13 | -0.4% | i
O=C1N=C(N2CCOCC2)S/C1=C\c1cccs1 | -2% | -7% | -0.5% | -2.5% | -3.9% | -0.2% | -14 | -10 | 0.1% | i
CCOc1ccc(CCNC(=O)/C=C/c2ccco2)cc1OCC | -4% | 14% | -0.1% | / | / | 1.4% | / | / | -1.1% | /
COc1ccccc1C1NC(=O)CCC1[N+](=O)[O-] (stereo unspecified) | -6% | 7% | 0.1% | / | / | 0.6% | / | / | 0.5% | /
Cc1ccc(NC(=O)c2ccc3snnc3c2)cc1C | -5% | 9% | 0.6% | / | / | 3.8% | / | / | -0.2% | /
CCN1CCN(P2(=O)C=C(c3ccccc3)OC(c3ccccc3)=C2)CC1 | -4% | -3% | 0.2% | -1.5% | -4.9% | -2.3% | 9 | 10 | 0.4% | i
Cn1c(C(=O)O)c(C=O)c2ccccc21 | -4% | 3% | 0.3% | 1.1% | -1.9% | 0.6% | -8 | 5 | 0.1% | i
N#Cc1c(C(F)(F)F)cc(-c2ccccc2)n(N)c1=O | -8% | 5% | 0.0% | / | / | 1.0% | / | / | -0.1% | /
O=C(Cc1ccc(Cl)cc1)Nc1ccc(S(=O)(=O)N2CCOCC2)cc1 | 2% | 10% | 0.0% | / | / | 12% | / | / | -0.3% | /
C[C@H](NS(=O)(=O)c1ccc(Cl)c(Cl)c1)C(=O)OCc1cc(=O)n2cc(Br)ccc2n1 | -2% | 17% | 1.1% | 0.0% | -7.9% | 1.9% | -10 | 10 | -0.6% | i
CC(C)(O)CCCC(C)(O)c1ccc(C(=O)O)cc1O (stereo unspecified) | 2% | 28% | 7.2% | / | / | 1.5% | / | / | -0.2% | i
COc1ccc(NC(=O)CCC2CCCCC2)cc1S(=O)(=O)N1CCCCC1 | -5% | -2% | 7.2% | 8.2% | 12% | 8.0% | 18 | 2 | -1.4% | i
C=CCn1c(N)c(C(=O)N2CCN(C)CC2)sc1=S | 5% | 7% | -1.2% | 0.7% | -5.3% | -0.3% | -6 | -20 | 0.1% | i
C#CC1(NC(=O)NC(=O)c2c(F)cccc2F)CCCCC1 | 6% | 5% | 0.7% | / | / | 0.6% | / | / | -0.3% | i
Cn1nc(CC(=O)NCc2cccc3ccccc23)c2ccccc2c1=O | -3% | 0% | -0.1% | 0.7% | -6.0% | 7.0% | / | / | -0.1% | i
COC(=O)c1ccccc1Sc1snnc1C | 6% | 7% | 0.2% | 0.0% | -16% | 1.1% | 7 | 2 | -1.0% | i
COc1ccc2c(CCNC(N)=S)c[nH]c2c1 | 3% | 20% | -0.1%[50 µM] | / | / | 2.2% | / | / | 0.1% | i
CCOc1ccc(NC(=O)C2C3CC/C=C\CCC32)cc1 (stereo unspecified) | -3% | 5% | 1.8% | / | / | 2.3% | / | / | -0.3% | i
COC(=O)c1cccc(NC(=O)Nc2ccc(Cl)c(Cl)c2)c1 | -6% | 2% | -0.2% | -1.1% | 1.1% | 0.5% | 23 | 2 | 2.2% | i
Cc1nn(-c2ccccc2)c2[nH]c(=O)c(CNCc3ccc4c(c3)OCO4)cc12 | -10% | 0% | -1.4% | -1.2% | -7.4% | -0.3% | -7 | -9 | -0.6% | i
CC(C)CN(C(=O)COC(=O)c1cc2ccccc2oc1=O)C1CCS(=O)(=O)C1 (stereo unspecified) | / | 11% | / | -0.4% | -2.8% | / | 11 | 3 | 0.3% | i

Arranged by formula weight (ascending): part of the list above
SMILES | Dengue-2 NS5 capping | Large T inhibition | UTI89 phage lysis | CSM14.1 death rescue | XIAP displacement | RSV antiviral HEp-2 | WT yeast gro inh | WT yeast gro inh mutant strain | West Nile antiviral | Yfh1-off respiration | others
COc1ccccc1C1NC(=O)CCC1[N+](=O)[O-] (stereo unspecified) | -6% | 7% | 0.1% | / | / | 0.6% | / | / | 0.5% | /
COC(=O)c1ccccc1Sc1snnc1C | 6% | 7% | 0.2% | 0.0% | -16% | 1.1% | 7 | 2 | -1.0% | i
O=C(Nc1ccon1)c1ccc(Br)s1 | -1% | -4% | 0.1% | / | / | 1.2% | / | / | 0.1% | /

Fetched by structure from the list above (4):
SMILES | Dengue-2 NS5 capping | Large T inhibition | UTI89 phage lysis | CSM14.1 death rescue | XIAP displacement | RSV antiviral HEp-2 | WT yeast gro inh | WT yeast gro inh mutant strain | West Nile antiviral | Yfh1-off respiration | others
CC(=O)Nc1ccccc1NC(=O)c1ccccc1 | -6% | 5% | 0.1% | -0.5% | -4.5% | -0.6% | -7 | 13 | -0.4% | i
COc1ccccc1C1NC(=O)CCC1[N+](=O)[O-] (stereo unspecified) | -6% | 7% | 0.1% | / | / | 0.6% | / | / | 0.5% | /
CCN1CCN(P2(=O)C=C(c3ccccc3)OC(c3ccccc3)=C2)CC1 | -4% | -3% | 0.2% | -1.5% | -4.9% | -2.3% | 9 | 10 | 0.4% | i
C[C@H](NS(=O)(=O)c1ccc(Cl)c(Cl)c1)C(=O)OCc1cc(=O)n2cc(Br)ccc2n1 | -2% | 17% | 1.1% | 0.0% | -7.9% | 1.9% | -10 | 10 | -0.6% | i

Following part.
SMILES | Dengue-2 NS5 capping | Large T inhibition | UTI89 phage lysis | CSM14.1 death rescue | XIAP displacement | RSV antiviral HEp-2 | WT yeast gro inh | WT yeast gro inh mutant strain | West Nile antiviral | Yfh1-off respiration | others
O=C(Nc1cccc(Cl)c1)Nc1ccc2nccnc2c1 | -3% | 2% | 0.1% | / | / | ? | / | / | -0.1% | /
O=C(CCn1c(=O)oc2ccccc21)N1CCc2ccccc21 | 0% | 12% | -0.7% | -2.3% | -5.8% | 1.2% | -19 | 0 | -0.1% | i
CC(C)Cn1nc(NS(=O)(=O)c2ccccc2)c2cc3ccccc3nc21 | -1% | 5% | 0.1% | -1.8% | -2.1% | 2.0% | 3 | -12 | 0.5% | i | Dengue-2 NS5 capping pilot replicate=-5.8
C/C(CC(=O)NCc1ccccc1)=N\NC(=O)c1cnccn1 | 0% | 6% | -0.5% | 0.0% | -5.5% | 2.1% | -10 | 11 | -0.1% | i
O=c1[nH]c2cc3c(cc2cc1C(c1nnnn1C1CCCC1)N1CCCc2ccccc21)OCCO3 (stereo unspecified) | -7% | / | 1.2% | 0.1% | -5.9% | / | / | / | / | /
Cc1ccc(OCc2cc(C(=O)NCCn3cccn3)no2)cc1C | -13% | 11% | -0.4% | / | / | 1.1% | / | / | 0.2% | /
COc1cccc(/C=C2\SC(=S)N(CCCC(=O)NC3=NCCS3)C2=O)c1 | ? | -1% | 0.3% | / | / | 0.0% | / | / | 0.8% | /
CCOC(=O)CSc1nc(C)cc(=O)[nH]1 | -12% | 4% | 2.0% | -3.9% | -6.2% | 1.4% | 5 | 4 | / | i
CC(=O)OCCOc1nc(N(C)C)nc(N(C)C)n1 | 0% | 12% | 0.2% | -1.3% | -0.1% | 4.8% | 11 | 21 | 0.6% | i
COC(=O)c1ccc(CN2CCN(C3CCCC3)C(CCO)C2)cc1 (stereo unspecified) | -6% | 6% | -1.1% | 2.8% | -5.3% | -1.5% | -6 | 8 | 0.1% | i
COc1ccc2oc(=N)c(C(=O)NCc3ccccc3)cc2c1 | -4% | 9% | -0.3% | / | / | 0.7% | / | / | -1.1% | /
COc1ccc(-n2nc3cc(N)c(Br)cc3n2)cc1 | 2% | 27% | 0.4% | / | / | 7.5% | / | / | -0.3% | /
CC1CCc2nc3ccc(S(=O)(=O)N4CCC(C(=O)N5CCCCCC5)CC4)cc3c(C(=O)O)c2C1 (stereo unspecified) | -10% | 30% | -0.5% | 3.6% | -8.3% | 2.3% | 4 | -11 | 0.8% | i
CCN(CC)S(=O)(=O)c1ccc(N2CCOCC2)c(NC(=O)c2ccc(OC)c([N+](=O)[O-])c2)c1 | 5% | 16% | 0.5% | / | / | 5.6% | / | / | 0.1% | i
CCOC(=O)Nc1ccc2c(c1)N(C(=O)CN(CC)CC)c1ccccc1C=C2 | -9% | 2% | 0.8% | -1.1% | 0.2% | -1.4% | -8 | 7 | -0.2% | i
FC(F)Oc1ccc(NC(=S)NN2CCOCC2)cc1 | 1% | 30% | 0.3% | -0.6% | -3.3% | 0.6% | 23 | 8 | 0.5% | i
COc1ccc(C(=O)n2cc(C(=O)c3cc(C)ccc3O)cn2)cc1OC | -15% | 17% | -14% | -0.5% | -8.8% | 4.3% | 0 | 7 | -0.6% | i
COc1ccc(-c2cn(CCO)c(-c3ccncc3)n2)cc1 | -2% | 22% | 0.7% | / | / | 0.0% | / | / | / | /
Cc1ccc(C(=O)N2CCN(C)CC2)cc1[N+](=O)[O-] | -3% | 4% | 0.0% | / | / | -0.3% | / | / | 0.0% | / | Dengue-2 NS5 capping pilot replicate=0.6
COC(=O)C1=CN(c2cccc(C(F)(F)F)c2)C=C(C(=O)OC)C1c1ccc(O)c(OC)c1 | 5% | -25% | 0.1% | / | / | 1.1% | / | / | 0.3% | /
O=[N+]([O-])c1c(NCCCO)cc(SCc2ccco2)c2nonc12 | 25% | 36% | 4.1%[50 µM] | -0.9% | -8.6% | 3.1% | -3 | 1 | -0.7% | i
CCOC(=O)c1c(NC(=O)CN(CC)CC)sc2c1CCC2 | -3% | 3% | 0.2% | -0.9% | -1.2% | 7.7% | 32 | 7 | 0.1% | i
COc1cccc(N2CC(C(=O)Nc3nnc(SCC(=O)NC4CCCC4)s3)CC2=O)c1 (stereo unspecified) | 1% | 14% | -0.2% | / | / | -0.6% | / | / | -0.3% | /
